SRC2 inh – inhibits human steroid receptor coactivator 2. HEK293 GAL4-SRC2 luciferase reporter, luminescence. AID 651957. inhibition, % at 9 µM. 370,000 compounds, 0.17% hits. Q15596;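 active means inhibition above the mean inhibition of all tested compounds plus 3 SD, set per campaign, cut at about 52% in these data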;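 further: 0% = DMSO treated cells and 100% = cells given Gossypol at 36 µM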
NCOA3 inh – human NCOA3 inhibition; Q9Y6Q9; HEK293 GAL4-SRC3 luciferase reporter, luminescence; inhibition, % at 3.6 µM; 360,000 compounds, 0.17% hits; AID 588352;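 active means inhibition above a per-campaign cutoff, the mean of all compounds plus 3 SD, cut at about 60% in these data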;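 further: 0% = DMSO-treated cells and 100% = gossypol-treated cells at 36 µM; higher means less SRC3-driven luciferase light from the GAL4 reporter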
NOD2-RIPK2 inh – blocks binding of human NOD2 to RIPK2 | O43353 | CHO BLA complementation NOD2-RIPK2, CCF4 ratio | AID 624267 | 360,000 compounds, 0.38% hits | inhibition, % at 4.98 µM; in the data active means inhibition above about 21%;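 further: 0% = vehicle only and 100% = reference blocker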
TROY signal inh – TROY signaling inhibition | Q293 LMP1-TROYcd NF-kB luciferase reporter, 4 h | inhibition, % at 10 µM | 360,000 compounds, 0.98% hits;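 active means compounds whose plate-normalised and pattern-corrected inhibition of the luciferase reporter signal at the single screening dose is 50% or more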
SRC1 inh – inhibitors of human steroid receptor coactivator 1 (SRC1); Q15788; HEK293 GAL4-SRC1 luciferase reporter, luminescence; inhibition, % at 3.6 µM; 360,000 compounds, 0.12% hits; AID 588354;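 active means inhibition above the campaign mean plus 3 SD, with each screening campaign given its own cutoff, cut at about 60% in these data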;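 further: 0% = DMSO treated cells and 100% = gossypol at 36 µM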
TWEAK-Fn14 inh – TWEAK-Fn14 signaling inhibition. TWEAK-stimulated Fn14 reporter cells, luciferase luminescence, 8 h. inhibition, % at 10 µM. 360,000 compounds, 2% hits; in the data active means inhibition above about 50%
TLR9-MyD88 block – TLR9-MyD88 interaction inhibition | Q9NR96+Q99836 | CHO BLA complementation TLR9-MyD88, CCF4 FRET ratio | inhibition, % at 4.98 µM | 340,000 compounds, 0.21% hits;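 active means inhibition above the mean over all tested compounds plus 3 SD, cut at about 21% in these data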;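 further: 0% = DMSO only wells and 100% = clavulanate BLA inhibitor control wells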
TRAIL sens C8 – caspase-8 TRAIL sensitization; NB7+C8 cells + TRAIL, ATPlite viability luminescence; inhibition (viability loss, TRAIL sensitization), % at 10 µM; 360,000 compounds, 1% hits; AID 624354;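 active means compounds causing at least 50% loss of cell viability in the single-dose screen, relative to plate controls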
NR5A2 inv ag – NR5A2 inverse agonism in reporter assay; HEK293T StAR-luciferase reporter, LRH-1 transfected, 24 h; inhibition, % at 3.6 µM; 360,000 compounds, 0.13% hits;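 active means inhibition above the mean inhibition of all tested compounds plus 3 SD, cut at about 73% in these data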;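 further: 0% = DMSO wells and 100% = reporter-only cells lacking LRH-1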
EBV LMP1 NFkB – Epstein-Barr LMP1 NF-kappaB reporter inhibition; AID 504558; inhibition, % at 12.5 µM; LMP1-induced NF-kappaB luciferase reporter cells, luminescence; 350,000 compounds, 0.69% hits; in the data active means inhibition above about 41%;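 further: 0% = neutral control wells and 100% = reference inhibitor control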
NR2F2 inh – blocks human COUP-TFII nuclear receptor | AID 686940 | HEK293T NGFI-A luciferase reporter, luminescence | inhibition, % at 8.6 µM | P24468 | 370,000 compounds, 0.7% hits;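 active means inhibition above a per-plate cutoff, mean inhibition of test wells between control levels plus 3 SD, cut at about 38% in these data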;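 further: cells cotransfected with COUP-TFII expression vector driving the NGFI-A reporter; 0% = median of COUP-TF2 test wells and 100% = reporter-only cells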
An asterisk follows results filed as active; x = not tested or not shown. These rows are one share of the data, so the mix of outcomes need not match the whole.

SMILES	SRC2 inh	NCOA3 inh	NOD2-RIPK2 inh	TROY signal inh	SRC1 inh	TWEAK-Fn14 inh	TLR9-MyD88 block	TRAIL sens C8	NR5A2 inv ag	EBV LMP1 NFkB	NR2F2 inh
CCOc1ccc(NC(=O)CN(C)C(=O)c2cc(C)oc2C)cc1OCC	4.3	-14.1	-10.1	-4.2	-8.5	-1.7	-6.8	-7.2	-11.1	-3.5	-1.8
COc1ccc(CC(NC(C)=O)C(=O)NC2CCN(S(=O)(=O)c3ccccc3)CC2)c(OC)c1 (stereo unspecified)	-4.9	-10.5	-6.8	-6.0	3.0	12.8	0.0	6.3	10.5	0.2	10.5
CCOc1ccc(NC(=O)CN(C)C(=O)c2ccc(C)o2)cc1OCC	-3.7	-1.7	-3.2	9.9	6.2	8.0	-17.0	-5.3	4.5	9.0	-8.4
CC(C)CN(C(=O)c1cccc(S(=O)(=O)N2CCN(C)CC2)c1)C1CCS(=O)(=O)C1 (stereo unspecified)	-2.9	0.7	-0.2	2.1	-9.8	10.7	6.3	-7.9	5.8	5.2	-11.4
Cn1c(=O)[nH]c(=O)c2c1nc(NCCCn1ccnc1)n2Cc1ccc(F)cc1	-7.4	0.5	4.2	5.4	-4.1	0.9	1.6	-2.3	-5.0	9.3	-13.1
CCCNC(=O)c1ccccc1NC(=O)CSCc1ccc(OC)cc1	6.7	4.9	-8.3	-1.2	-45.3	-18.4	1.3	10.1	13.6	-10.5	10.2
CCOC(=O)/C=C1\SCC(=O)N1CC(=O)NC(C)C	18.8	11.4	-0.8	-1.3	-36.1	0.8	-6.4	-4.2	1.7	2.8	18.2
C=C(C)C(=O)Nc1cccc(C2=NOC3(C2)C[C@H](C(N)=O)N(C(=O)c2ccccc2)C3)c1 (stereo partly specified)	-26.2	3.1	-13.0	0.3	-14.6	-15.6	-7.7	0.2	16.5	4.3	6.9
O=C(NCc1cccs1)C1C(=O)Nc2ccccc2C(=O)N1C1CCCC1 (stereo unspecified)	-9.3	x	-2.9	x	x	x	x	5.8	-15.2	x	-3.6
COc1ccc(-c2nc3ccccn3c2C=O)cc1	-68.7	-26.7	9.7	-61.0	-65.4	-12.7	-1.9	41.3	-124.5	-22.8	-63.6
CCC1CCCCN1CCCNC(=O)c1cn(CC(C)C)c(=O)c2cc(OC)c(OC)cc12 (stereo unspecified)	-10.5	-7.6	-7.5	-3.1	-10.8	-44.0	-3.2	-3.4	10.3	2.2	-3.7
COc1ccc(NC(=S)NC2CCS(=O)(=O)C2)cc1 (stereo unspecified)	2.8	11.6	-12.2	10.3	-11.1	-0.5	-2.2	-11.0	-26.4	-5.0	-6.5
COc1cc([N+](=O)[O-])ccc1NC(=O)NN1CCN(C)CC1	-27.2	19.6	-14.7	-11.1	13.9	-35.2	-10.5	-15.3	6.8	5.7	7.7
COc1cc(-c2nc(CN3CCCN(C(=O)c4ccco4)CC3)c(C)o2)ccc1F	0.9	18.4	-7.2	12.6	-3.1	-12.8	-1.0	0.2	-9.7	6.1	25.4
O=C(COC(=O)c1cccnc1Cl)c1ccccc1	-33.1	-84.1	2.5	-56.0	-25.0	-14.8	0.1	-24.4	-61.0	-7.2	-22.3

Some entries already given, reduced to EBV LMP1 NFkB, TLR9-MyD88 block and NR2F2 inh:
mol	EBV LMP1 NFkB	TLR9-MyD88 block	NR2F2 inh
O=C(COC(=O)c1cccnc1Cl)c1ccccc1	-7.2	0.1	-22.3
CCOC(=O)/C=C1\SCC(=O)N1CC(=O)NC(C)C	2.8	-6.4	18.2
CC(C)CN(C(=O)c1cccc(S(=O)(=O)N2CCN(C)CC2)c1)C1CCS(=O)(=O)C1 (stereo unspecified)	5.2	6.3	-11.4
COc1ccc(-c2nc3ccccn3c2C=O)cc1	-22.8	-1.9	-63.6

Look-ups from the entries so far.
Reading of COc1cc(-c2nc(CN3CCCN(C(=O)c4ccco4)CC3)c(C)o2)ccc1F under SRC2 inh: 0.9
Reading of O=C(NCc1cccs1)C1C(=O)Nc2ccccc2C(=O)N1C1CCCC1 (stereo unspecified) under NR2F2 inh: -3.6
Reading of CCOc1ccc(NC(=O)CN(C)C(=O)c2cc(C)oc2C)cc1OCC under NR5A2 inv ag: -11.1

Profiles as entered above. Order of values: SRC2 inh | NCOA3 inh | NOD2-RIPK2 inh | TROY signal inh | SRC1 inh | TWEAK-Fn14 inh | TLR9-MyD88 block | TRAIL sens C8 | NR5A2 inv ag | EBV LMP1 NFkB | NR2F2 inh
COc1cc(-c2nc(CN3CCCN(C(=O)c4ccco4)CC3)c(C)o2)ccc1F across the screens: 0.9 | 18.4 | -7.2 | 12.6 | -3.1 | -12.8 | -1.0 | 0.2 | -9.7 | 6.1 | 25.4
CCCNC(=O)c1ccccc1NC(=O)CSCc1ccc(OC)cc1 across the screens: 6.7 | 4.9 | -8.3 | -1.2 | -45.3 | -18.4 | 1.3 | 10.1 | 13.6 | -10.5 | 10.2

The list goes on:
SMILES	SRC2 inh	NCOA3 inh	NOD2-RIPK2 inh	TROY signal inh	SRC1 inh	TWEAK-Fn14 inh	TLR9-MyD88 block	TRAIL sens C8	NR5A2 inv ag	EBV LMP1 NFkB	NR2F2 inh
CN1CCN(c2ccc(-c3cccc(NC(=O)COc4ccc(Cl)cc4Cl)c3)nn2)CC1	-48.6	13.1	6.1	73.7*	7.4	62.6*	-9.0	66.9*	-23.9	-17.8	-20.2
COc1ccc(S(=O)(=O)n2nc(C)cc2C)c(C)c1C	11.3	9.5	-3.0	12.7	-57.6	-3.8	-7.2	5.8	-17.1	3.1	2.6
Cc1ccccc1C(=O)NCCCn1ccnc1	2.6	10.1	-3.3	-6.2	8.3	7.3	-0.2	9.5	1.7	-24.6	-3.3
O=C(O)COc1cnc2ccccc2n1	-11.5	11.3	5.1	-0.6	-21.5	13.6	-6.8	10.8	7.7	10.2	-21.6
COc1ccc(S(=O)(=O)N(CC(=O)NCC2CCCO2)c2ccccc2)cc1OC (stereo unspecified)	4.0	19.1	2.3	5.4	4.1	-6.7	0.0	-4.4	19.1	-15.2	10.5
CCCCS(=O)(=O)N1CCCC(C(=O)Nc2ccc(Cl)cn2)C1 (stereo unspecified)	15.2	12.0	-3.0	4.7	15.9	85.5*	1.8	-6.8	-13.8	-11.9	-2.9
Cn1c(NCCN(CCO)CCCc2ccc([N+](=O)[O-])cc2)cc(=O)n(C)c1=O	12.3	-36.1	-4.8	5.9	-7.9	10.1	-2.1	4.0	-7.4	-7.2	-1.6
Cc1nnc2c(NCCC(C)C)nc3ccccc3n12	6.0	-55.4	3.2	-0.2	10.4	6.0	4.8	-2.1	0.5	9.7	19.8

High-throughput results: PubChem BioAssay, several laboratories
